PvdQ inh: P. aeruginosa PvdQ acylase inhibition | inhibition, % at 10 µM | purified PvdQ acylase, fluorescence plate reader | hit rate 0.063% among 340,000 | AID 488965; in the data active = inhibition above about 30%, passing the limit was not always enough;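 also: 0% = vehicle neutral wells and 100% = reference inhibitor wells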
Wnt bcat act: Wnt/beta-catenin pathway activation. Wnt/beta-catenin reporter cell assay, activator, plate reader. activation, % at 9.35 µM. hit rate 1.2% among 300,000; in the data active = activation above about 30%, passing the limit was not always enough;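 also: 0% = neutral control wells and 100% = positive control wells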
V-ATPase pH: yeast V-ATPase proton transport regulation by pHLuorin; S. cerevisiae, pHLuorin cytosolic pH fluorescence; response, % at 10 µM; hit rate 0.37% among 350,000; AID 504577; in the data active = response mostly above about 7.3%, no sharp cut-off; inactive = mostly below about 5.4%; also: actives read high; inactives centre near 0; some compounds called inactive have numbers as strong as hits; reference of the scale not given here
* marks the source's active call; other numbers are inactive results; . = not tested or not shown. A portion of the library, so the mix of outcomes need not match the whole.

Order of values: PvdQ inh | Wnt bcat act | V-ATPase pH
1: COc1ccc(C(C)N2CC34C=CC(O3)C(C(=O)OCC(C)C)C4C2=O)cc1 (centres undefined)
    10 | -1 | .
2: C[C@@H]1CN([C@H](C)CO)C(=O)CCCn2cc(nn2)CO[C@H]1CN(C)C(=O)NC1CCCCC1
    . | 0 | 0
3: Cc1ccc(S(=O)(=O)N2C[C@H]3n4c(=O)ccc(=O)n4C[C@H](OC(=O)NC4CC4)[C@@]3(O)C2)cc1
    . | -3 | 1
4: COCCCN1C(=O)C(CC(=O)NC(c2ccccc2)c2ccccc2)CC(C(=O)N(C)C)=C1C (centres undefined)
    . | 0 | -2
5: C=CCCC(=O)N1C[C@H]2CON(C)[C@H]2C[C@H]1c1ccc(Br)cc1
    . | -1 | -1
6: COc1ccc(NC(=O)N(C)C[C@@H]2OCc3cn(nn3)CCCC(=O)N([C@H](C)CO)C[C@H]2C)cc1
    . | 0 | 2
7: COc1ccc(S(=O)(=O)N(C)C[C@H]2Oc3ncc(C#CC4(O)CCCC4)cc3C(=O)N([C@@H](C)CO)C[C@@H]2C)cc1
    . | -5 | 2
8: C[C@@H]1CN([C@H](C)CO)C(=O)CCCn2nncc2CO[C@@H]1CN(C)S(=O)(=O)c1ccc(F)cc1
    . | -2 | 0
9: CCCC1NC(=O)c2cccnc2-n2c1nc1ccc(Br)cc1c2=O (centres undefined)
    . | 1 | 1
10: Cc1ccccc1S(=O)(=O)N(C)C[C@H]1OCc2cnnn2CCCC(=O)N([C@@H](C)CO)C[C@H]1C
    . | 13 | 0
11: C[C@@H]1CN([C@@H](C)CO)C(=O)c2cc(Br)cnc2O[C@H]1CN(C)C(=O)Cc1ccccn1
    . | 0 | 2
12: C[C@@H]1CN([C@H](C)CO)C(=O)CCCn2nncc2CO[C@H]1CN(C)Cc1cccnc1
    . | -1 | 0
13: CCOC(=O)/C(=C(/C)N)C1CC(=O)NC1=O (centres undefined)
    . | -4 | -1
14: O=C1C=C(c2ccc(CO)cc2)C[C@@H](c2ccc(F)cc2)C1
    . | 1 | -2
15: O=C(c1cccs1)N1C[C@@H](O)[C@H](n2cc(-c3ccc(F)cc3)nn2)C[C@@H]1c1ccccc1
    . | -2 | -1
16: Cc1ccccc1S(=O)(=O)N(C)C[C@@H]1OCc2cn(nn2)CCCC(=O)N([C@H](C)CO)C[C@H]1C
    . | -1 | 2
17: C[C@@H]1CN([C@H](C)CO)C(=O)c2cc(C3=CCCCC3)cnc2O[C@@H]1CN(C)Cc1ccccc1C(=O)O
    . | -2 | -1
18: C[C@@H]1CCCCO[C@H](CN(C)C(=O)C2CCCCC2)[C@@H](C)CN([C@H](C)CO)C(=O)c2cc(N(C)C)ccc2O1
    . | -1 | 1
19: COCOCCn1cc(CN2CCS(=O)(=O)N(Cc3ccc(-c4ccc(F)cc4)cc3)C(C(C)C)C2=O)nn1 (centres undefined)
    . | -1 | 0
20: CN1C(=O)[C@H]2[C@@H](c3ccccc3)N[C@]3(CCCN(Cc4ccc(F)cc4)C3=O)[C@H]2C1=O
    . | 0 | 0
21: O=C(Cn1sc2ccccc2c1=O)Nc1ccccc1
    . | -2 | -2
22: Cc1ccc(S(=O)(=O)N(C)C[C@H]2OCc3cnnn3CCCC(=O)N([C@H](C)CO)C[C@H]2C)cc1
    . | -4 | 1
23: CC1=C(C(=O)N(C)C)CC(CC(=O)NCc2cccc3ccccc23)C(=O)N1CCC1=CCCCC1 (centres undefined)
    . | -3 | -1
24: C[C@@H]1CN([C@@H](C)CO)C(=O)CCCn2nncc2CO[C@@H]1CN(C)C(=O)Nc1ccccc1C(F)(F)F
    . | -1 | -1
25: COc1ccc(NC(=O)Nc2ccc3c(c2)C(=O)N([C@H](C)CO)C[C@H](C)[C@@H](CN(C)Cc2ccc(Cl)c(Cl)c2)OCCCC[C@@H](C)O3)cc1
    . | -3 | -2
26: C[C@@H]1CN([C@@H](C)CO)C(=O)CCCn2nncc2CO[C@@H]1CN(C)C(=O)Nc1ccc(N2CCN(C)CC2)cc1
    . | -2 | -1
27: COc1ccc(S(=O)(=O)N(C)C[C@H]2OCc3cnnn3CCCC(=O)N([C@H](C)CO)C[C@@H]2C)cc1
    . | -1 | 2
28: C[C@H](CO)N1C[C@H](C)[C@@H](CN(C)Cc2ccc3c(c2)OCO3)Oc2cc(Br)ccc2S1(=O)=O
    . | -3 | 1
29: CCCc1c(C(=O)N/N=C/c2ccc(-c3ccccc3)cc2)nnn1-c1nonc1N
    . | -6 | 2
30: COCCCN1C(=O)C(CC(=O)NCc2ccco2)CC(C(=O)N(C)C)=C1C (centres undefined)
    . | -2 | 0

An excerpt from above in order of count of non-hydrogen atoms, low to high.
Order of values: PvdQ inh | Wnt bcat act | V-ATPase pH
13: CCOC(=O)/C(=C(/C)N)C1CC(=O)NC1=O (centres undefined)
    . | -4 | -1
21: O=C(Cn1sc2ccccc2c1=O)Nc1ccccc1
    . | -2 | -2
14: O=C1C=C(c2ccc(CO)cc2)C[C@@H](c2ccc(F)cc2)C1
    . | 1 | -2
5: C=CCCC(=O)N1C[C@H]2CON(C)[C@H]2C[C@H]1c1ccc(Br)cc1
    . | -1 | -1
9: CCCC1NC(=O)c2cccnc2-n2c1nc1ccc(Br)cc1c2=O (centres undefined)
    . | 1 | 1
30: COCCCN1C(=O)C(CC(=O)NCc2ccco2)CC(C(=O)N(C)C)=C1C (centres undefined)
    . | -2 | 0
12: C[C@@H]1CN([C@H](C)CO)C(=O)CCCn2nncc2CO[C@H]1CN(C)Cc1cccnc1
    . | -1 | 0
15: O=C(c1cccs1)N1C[C@@H](O)[C@H](n2cc(-c3ccc(F)cc3)nn2)C[C@@H]1c1ccccc1
    . | -2 | -1
28: C[C@H](CO)N1C[C@H](C)[C@@H](CN(C)Cc2ccc3c(c2)OCO3)Oc2cc(Br)ccc2S1(=O)=O
    . | -3 | 1
8: C[C@@H]1CN([C@H](C)CO)C(=O)CCCn2nncc2CO[C@@H]1CN(C)S(=O)(=O)c1ccc(F)cc1
    . | -2 | 0
27: COc1ccc(S(=O)(=O)N(C)C[C@H]2OCc3cnnn3CCCC(=O)N([C@H](C)CO)C[C@@H]2C)cc1
    . | -1 | 2
23: CC1=C(C(=O)N(C)C)CC(CC(=O)NCc2cccc3ccccc23)C(=O)N1CCC1=CCCCC1 (centres undefined)
    . | -3 | -1
24: C[C@@H]1CN([C@@H](C)CO)C(=O)CCCn2nncc2CO[C@@H]1CN(C)C(=O)Nc1ccccc1C(F)(F)F
    . | -1 | -1
18: C[C@@H]1CCCCO[C@H](CN(C)C(=O)C2CCCCC2)[C@@H](C)CN([C@H](C)CO)C(=O)c2cc(N(C)C)ccc2O1
    . | -1 | 1
26: C[C@@H]1CN([C@@H](C)CO)C(=O)CCCn2nncc2CO[C@@H]1CN(C)C(=O)Nc1ccc(N2CCN(C)CC2)cc1
    . | -2 | -1
25: COc1ccc(NC(=O)Nc2ccc3c(c2)C(=O)N([C@H](C)CO)C[C@H](C)[C@@H](CN(C)Cc2ccc(Cl)c(Cl)c2)OCCCC[C@@H](C)O3)cc1
    . | -3 | -2

Next part:
Order of values: PvdQ inh | Wnt bcat act | V-ATPase pH
31: COc1ccc(NC(=O)c2ccc(NC(=O)CN3CCN(c4ccccc4OC)CC3)cc2)cc1
    . | -1 | -2
32: C[C@@H]1CCCCO[C@@H](CN(C)C(=O)c2ccccc2)[C@@H](C)CN([C@H](C)CO)C(=O)c2cc(N(C)C)ccc2O1
    . | -2 | 2
33: CC1=C(C(=O)N(C)C)CC(CC(=O)NC2CCCC2)C(=O)N1Cc1ccc(F)cc1 (centres undefined)
    . | -1 | -3
34: CC1(C)CN(C2CCCCC2)C(=O)[C@H]1CC(=O)Nc1ccccc1
    . | 3 | 0
35: COc1ncnc2c1ncn2CCCNCC(c1ccccc1)c1ccccc1
    . | -1 | -1
36: C[C@H]1CCCCO[C@@H](CN(C)S(=O)(=O)c2ccc(Cl)cc2)[C@@H](C)CN([C@@H](C)CO)C(=O)c2cc(NS(=O)(=O)c3ccccc3)ccc2O1
    . | -2 | -1
37: Cc1ccc(S(=O)(=O)N2C[C@]3(O)C[C@@H]4C(=O)N(c5ccccc5)C(=O)[C@@H]4C[C@]3(OC(=O)Nc3cccs3)C2)cc1
    . | -1 | 0
38: CC(C)C1C(=O)N(Cc2cn(CC3CCCCC3)nn2)CCS(=O)(=O)N1Cc1ccc(-c2ccncc2)cc1 (centres undefined)
    . | 0 | 2
39: O=C1[C@H]2[C@@H](c3ccc(C(F)(F)F)cc3)N[C@]3(CCCN(Cc4ccc(Br)cc4)C3=O)[C@H]2C(=O)N1Cc1ccccc1
    . | -3 | 3
40: C[C@H](CO)N1C[C@H](C)[C@@H](CN(C)CC2CC2)OCc2cnnn2CCCC1=O
    . | -1 | 2
41: CN(C)c1ccc(Sc2ccc3nc(N)nc(N)c3c2)cc1
    . | -9 | 0
42: C[C@H](CO)N1C[C@H](C)[C@H](CN(C)S(=O)(=O)c2ccc(C#N)cc2)OCc2cnnn2CCCC1=O
    . | 0 | 0
43: CCCCCCN1C[C@H](n2cc(C3CC3)nn2)[C@@H](O)C[C@@H]1c1ccc(OC)cc1
    . | 0 | 6
44: C[C@H](CO)N1C[C@H](C)[C@H](CN(C)C(=O)c2ccccc2)OCc2ccccc2-c2c(n(C)c3ccccc23)C1=O
    . | -4 | 1
45: C[C@@H]1CCCCO[C@H](CN(C)Cc2ccc3c(c2)OCO3)[C@H](C)CN([C@@H](C)CO)C(=O)c2cc(NC(=O)c3ccccc3)ccc2O1
    . | -3 | 3
46: CC(C)CC1C(=O)N(Cc2cn(CCC3OCCO3)nn2)CCS(=O)(=O)N1Cc1ccc(-c2ccc(F)cc2)cc1 (centres undefined)
    . | -2 | -4
47: C[C@@H]1CCCCO[C@@H](CN(C)C(=O)c2ccncc2)[C@@H](C)CN([C@H](C)CO)C(=O)c2cc(N(C)C)ccc2O1
    . | -1 | 0
48: COc1ccc(-c2ccc(CN3C(C(C)C)C(=O)N(Cc4cn(CC5CCCCC5)nn4)CCS3(=O)=O)cc2)cc1 (centres undefined)
    . | -4 | 1
49: CCN(CC)C(=O)C1=C(C)N(Cc2ccc(F)cc2)C(=O)C(CC(=O)NCc2cccs2)C1 (centres undefined)
    . | -2 | 1
50: CC1=C(C(=O)N(C)C)CC(CC(=O)NCCN2CCOCC2)C(=O)N1Cc1ccc(F)cc1 (centres undefined)
    . | -3 | 2
51: Cc1ccc([C@H]2C[C@@H](n3cc(-c4ccc(F)cc4)nn3)[C@H](O)CN2Cc2cccs2)cc1
    . | -1 | 0
52: CCN(CC)C(=O)C1=C(C)N(Cc2ccc(F)cc2)C(=O)C(CC(=O)NC(c2ccccc2)c2ccccc2)C1 (centres undefined)
    . | 3 | -2
53: CC1=C(C(=O)N(C)C)CC(CC(=O)NC2CCCCC2)C(=O)N1Cc1ccccc1 (centres undefined)
    . | 0 | -1
54: C[C@H](CO)N1C[C@H](C)[C@H](CN(C)C(=O)CCC(F)(F)F)OCc2cnnn2CCCC1=O
    . | -1 | 3
55: O=C(c1cc(Cl)cc(Cl)c1)N1CCC2CC1c1cc(N3CCCCC3)ccc12 (centres undefined)
    . | -1 | 1
56: CCCCN1C(=O)C(CC(=O)NCCCCc2ccccc2)CC(C(=O)N(C)C)=C1C (centres undefined)
    . | -2 | -1
57: C[C@H](CO)N1C[C@H](C)[C@H](CN(C)C(=O)Nc2ccc(C(F)(F)F)cc2)Oc2ncc(-c3cccnc3)cc2C1=O
    . | -9 | -1
58: CC1=C(C(=O)N(C)C)CC(CC(=O)NCc2cccc3ccccc23)C(=O)N1Cc1ccccc1 (centres undefined)
    . | -1 | 0
59: CCOC(=O)N(C)C[C@@H]1OCc2cnnn2CCCC(=O)N([C@H](C)CO)C[C@H]1C
    . | -2 | 0
60: C[C@@H]1CN([C@@H](C)CO)S(=O)(=O)c2ccc(C#Cc3cccc(F)c3)cc2O[C@@H]1CN(C)CC1CC1
    . | -2 | 0

Some of these compounds in order of the V-ATPase pH value, low to high.
Order of values: PvdQ inh | Wnt bcat act | V-ATPase pH
56: CCCCN1C(=O)C(CC(=O)NCCCCc2ccccc2)CC(C(=O)N(C)C)=C1C (centres undefined)
    . | -2 | -1
50: CC1=C(C(=O)N(C)C)CC(CC(=O)NCCN2CCOCC2)C(=O)N1Cc1ccc(F)cc1 (centres undefined)
    . | -3 | 2
39: O=C1[C@H]2[C@@H](c3ccc(C(F)(F)F)cc3)N[C@]3(CCCN(Cc4ccc(Br)cc4)C3=O)[C@H]2C(=O)N1Cc1ccccc1
    . | -3 | 3

Continued:
Order of values: PvdQ inh | Wnt bcat act | V-ATPase pH
61: Cc1ccc(Cc2c(-c3ccc(C)cc3)nc3ccc(Br)cn23)cc1
    . | 17 | 0
62: C[C@H](NC(=O)c1ncn2c1C(=O)NC[C@@H]2C)C(=O)OC(C)(C)C
    . | -2 | 1
63: CC1CCN(C(=O)c2[nH]cnc2C(=O)Nc2ccccc2F)CC1
    . | -1 | -1
64: CCCCCCN1C[C@@H](O)[C@H](n2cc(-c3ccc(F)cc3)nn2)C[C@@H]1c1ccc(C)cc1
    . | -4 | -1
65: C=Cn1cc(CNC[C@H]2O[C@@H](n3ccc(N)nc3=O)[C@H](O)[C@@H]2O)c(C)n1
    . | -4 | -2
66: O=C(NCC(=O)N1CCN(Cc2ccccc2)CC1)c1ccccc1Cl
    . | -4 | 2
